RXFP1 agonist – RXFP1 (human) receptor agonism; Potency, µM (doses to about 57.5 µM), inactives show top-dose activation, actives largely listed as activators; Q9HBX9; 0.3% of 370,000 active; AID 2676; HEK293T-RXFP1 cAMP TR-FRET, 30 min; response scale: percent of porcine relaxin response, buffer zero; also: % is scaled to controls: 0 for no effect and ±100 for the full control effect; nearly all actives have a fitted effect of over 60% in size; many of its hits are not listed in these tables
Target sequence (Q9HBX9 whole entry, looked up): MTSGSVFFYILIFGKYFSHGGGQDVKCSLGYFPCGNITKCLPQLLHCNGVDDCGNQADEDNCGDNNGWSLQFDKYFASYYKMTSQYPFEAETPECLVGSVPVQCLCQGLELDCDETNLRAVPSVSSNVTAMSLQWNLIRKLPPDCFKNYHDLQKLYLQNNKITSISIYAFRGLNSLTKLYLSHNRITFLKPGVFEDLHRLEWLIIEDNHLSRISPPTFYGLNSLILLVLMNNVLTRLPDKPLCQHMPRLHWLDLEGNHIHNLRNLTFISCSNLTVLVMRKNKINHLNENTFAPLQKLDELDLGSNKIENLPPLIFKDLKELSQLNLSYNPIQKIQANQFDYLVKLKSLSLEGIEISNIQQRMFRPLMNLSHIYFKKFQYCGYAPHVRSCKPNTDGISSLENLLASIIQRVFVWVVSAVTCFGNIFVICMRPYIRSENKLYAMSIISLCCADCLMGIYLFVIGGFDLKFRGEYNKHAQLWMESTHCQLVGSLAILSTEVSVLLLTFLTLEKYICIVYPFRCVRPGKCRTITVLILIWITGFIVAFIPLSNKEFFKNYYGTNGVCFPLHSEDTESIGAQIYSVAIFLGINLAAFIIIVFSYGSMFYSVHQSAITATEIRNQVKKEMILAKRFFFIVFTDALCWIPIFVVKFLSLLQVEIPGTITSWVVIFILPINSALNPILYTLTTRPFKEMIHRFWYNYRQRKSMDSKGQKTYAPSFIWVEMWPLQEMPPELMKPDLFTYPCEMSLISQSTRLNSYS
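HEK293T cells stably expressing RXFP1 were pretreated with the PDE4 inhibitor Ro 20174, exposed to compounds for 30 min at 37C, lysed, and cAMP was read by TR-FRET. Data normalized to buffer (basal) and 29 nM porcine relaxin (100%).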
Vif-APOBEC3F blk – Vif-A3F binding inhibition | HeLa A3F-eYFP + Vif (tagged APOBEC3F with the HIV-1 protein that degrades it), YFP fluorescence increase | Potency, µM (highest dose often 46.1 µM), without a hit: at the highest dose activity, negative = active | 0.2% of 390,000 active | AID 602313; also: % of control where 0% means no effect; nearly all actives have a fitted effect of over 65% in size
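Fluorescence increase (Ex 488/Em 500-530) after overnight compound treatment at 37 deg C flags inhibition of Vif-driven A3F-eYFP loss in stable HeLa A3F-eYFP/Vif cells seeded overnight beforehand.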
Vif-A3G inh – inhibitors of Vif-APOBEC3G interaction. Q9HC16. HeLa A3G-eYFP + Vif (tagged APOBEC3G with the HIV-1 protein that degrades it), YFP fluorescence, overnight. Potency, µM (doses to about 46.1 µM), for inactives: at the highest dose activity, negative = active, most hits filed as inhibitors. 0.076% of 410,000 active. AID 602310;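 also: % is scaled to controls: 0 for no effect and ±100 for the full control effect; nearly all actives have a fitted effect of over 60% in size; hits raise eYFP signal because A3G escapes Vif-driven loss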
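Read-out is eYFP fluorescence (Ex 488/Em 500-530) from Vif-expressing HeLa A3G-eYFP cells; more signal means A3G escaped Vif-mediated degradation. Cells plated overnight, compound pinned in, incubated overnight at 37 deg C.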
USP1-UAF1 inh – inhibitors of human USP1/UAF1 deubiquitinase. O94782. 0.23% of 390,000 active. recombinant USP1/UAF1, Ub-Rhodamine cleavage fluorescence. AID 743255. Potency, µM (series often up to 57.1 µM), for the others: at the highest dose activity change, negative = inhibition, most hits filed as inhibitors; also: % is scaled to controls: 0 for no effect and ±100 for the full control effect; nearly all actives have a fitted effect of over 60% in size; inactives centre near -12
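USP1/UAF1 complex (1 nM) preincubated 15 min at room temperature with compound, then Ub-Rho substrate (150 nM final) added. Kinetic fluorescence at 480/540 nm over 6 reads at 60 s intervals; 50 mM HEPES pH 7.8, 0.5 mM EDTA, 0.1 mg/ml BSA, 1 mM TCEP, 0.01% Tween-20.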
TrxR1 substrate – rat thioredoxin reductase 1 substrate activity; O89049; purified TrxR1 substrate turnover, NADPH consumption readout; Potency, µM (highest dose often 114 µM), inactives show at the top dose activity change, negative = substrate turnover; 0.01% of 390,000 active; AID 588456; also: % is scaled to controls: 0 for no effect and ±100 for the full control effect; nearly all actives have a fitted effect of over 50% in size
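Rat TrxR1, dispensed at 90 nM, was prereduced with 400 uM NADPH (final) for 5 min at ~22 deg C, then incubated with compound 15 min before 400 uM selenite. A first-read NADPH fluorescence drop versus no-compound background flagged substrates.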
mIDH1 inhibitor – blocks human mutant IDH1 R132H enzyme | O75874 | IDH1-R132H enzyme, NADPH consumption, diaphorase/resazurin fluorescence | Potency, µM (top dose mostly 76.6 µM), without a hit: top-dose activity change, negative = inhibition, hits mostly inhibitors | 0.093% of 390,000 active; also: % is scaled to controls: 0 for no effect and ±100 for the full control effect; nearly all actives have a fitted effect of over 65% in size
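IDH1-R132H (0.5 ug/mL dispensed) in pH 7.5 Tris buffer was preincubated 30 min with compound, then given a substrate mix of 0.016 mM NADPH and 2 mM alpha-KG for 80 min at room temperature; remaining NADPH was read by diaphorase/resazurin fluorescence.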
RGS4 inh – inhibitors of human regulator of G protein signaling 4; Potency, µM (highest dose often 114 µM), for the others: at the highest dose activity change, negative = inhibition, hits mostly inhibitors; AID 504845; Transcreener GDP fluorescence polarization, RGS4-accelerated GTP hydrolysis; P49798; 0.039% of 390,000 active; also: % is scaled to controls: 0 for no effect and ±100 for the full control effect; nearly all actives have a fitted effect of over 75% in size; some results filed as inactive show a strong effect at the top dose
Target sequence (P49798 whole entry, looked up): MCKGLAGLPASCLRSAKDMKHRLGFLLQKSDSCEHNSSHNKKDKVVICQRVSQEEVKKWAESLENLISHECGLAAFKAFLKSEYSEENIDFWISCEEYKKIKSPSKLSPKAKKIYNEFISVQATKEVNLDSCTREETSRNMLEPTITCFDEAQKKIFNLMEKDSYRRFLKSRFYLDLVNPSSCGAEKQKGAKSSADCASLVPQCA
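MLSMR compounds (23 nl, pin-transferred) preincubated 10 min at room temperature with a 500nM (2x) first reagent, then RGS4 at 900nM (2x) plus Transcreener GDP mix added; fluorescence polarization (620/688 nm) read before and after 90 min at 30 °C.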
TrxR1 inh – inhibitors of rat thioredoxin reductase 1 | O89049 | recombinant rTrxR1, NADPH fluorescence consumption, selenite substrate | AID 588453 | 1% of 390,000 active | Potency, µM (titrated, usually from 114 µM), for inactives: top-dose activity change, negative = inhibition, hits mostly inhibitors; also: % is scaled to controls: 0 for no effect and ±100 for the full control effect; nearly all actives have a fitted effect of over 65% in size
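Rat TrxR1 (90 nM in the dispensed reagent) was pre-reduced with 400 uM NADPH for 5 min at room temperature, then incubated with compound for 15 min. After 400 uM selenite was added, NADPH fluorescence (Ex 340/Em 450 nm) was followed for 8 min.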
12-LOX inh – inhibitors of human 12S-lipoxygenase ALOX12. purified 12hLO, xylenol orange hydroperoxide absorbance. Potency, µM (top dose mostly 108 µM), inactives show at the highest dose activity change, negative = inhibition, most hits filed as inhibitors. 1.1% of 580,000 active. AID 1671190; also: % is scaled to controls: 0 for no effect and ±100 for the full control effect
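Purified human 12hLO (150 nM final) in 25 mM Hepes, 0.01% Triton X-100, pH 7.0 was preincubated 15 min at room temperature with compound. Then 40 uM arachidonic acid was added, 30 min. Hydroperoxide was read by Fe-XO absorbance ratio 573/405 nm.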
* = called active by the depositor; i = inactive; u = inconclusive; x = not tested or not shown; & = joins results of further samples; [ ] = dose if it differs, or a comment. Calls follow the shape of the dose curve; as a rule, active = well fitted curve in the direction sought with a large enough effect; inconclusive = small, poorly fitted or top-dose-only effect, or another doubt; inactive = no such curve, though single readings can be large; an effect the other way counts as inactive or inconclusive. Potency is read from the fitted curve at half-maximal effect.

SMILES	RXFP1 agonist	Vif-APOBEC3F blk	Vif-A3G inh	USP1-UAF1 inh	TrxR1 substrate	mIDH1 inhibitor	RGS4 inh	TrxR1 inh	12-LOX inh
Cc1sc(NC(=O)CCCCC(=O)Nc2sc(C)c(C)c2C(=O)O)c(C(=O)O)c1C	x	-2%	3%	-13%	-3%	4%	21%	10%	5%
Cc1ccnc(NC(=O)CCC(=O)N(CC(=O)NCCc2ccccc2)c2ccc(F)cc2)c1	-0.6%	0%	1%	2%	1%[57.1 µM]	-4%	9%	1%[57.1 µM]	-6%
CN(CC(=O)Nc1ccc(F)c(F)c1F)C(=O)c1ccc2c(c1)S(=O)(=O)N=C1CCCCCN12	-2.0%	-14%	1%	3%	-1%	-3%	0%	-65%[57.1 µM]	-1%
O=C(CCC1CCCN(Cc2ccc(O)c(Cl)c2)C1)NCc1ccccc1F (stereo not given)	0.0%	8%	-1%	-13%	11%[57.1 µM]	12%	-16%	8%[57.1 µM]	-25%
COc1ccccc1-c1nnc(SCC(=O)NNC(=O)c2ccccc2F)n1C	2.4%	-6%	1%	-13%	4%	2%	9%	11%	204%[activator]
CCCOc1ccc(CNC(=O)c2oc3ccc4c(c3c2C)C(=O)CC(C)(CC)O4)cc1 (stereo not given)	-2.4%	0%	6%	-22%	-4%	1%	22%	10%	-10%
O=[N+]([O-])c1cc(S(=O)(=O)c2ccc(N3CCCCC3)c([N+](=O)[O-])c2)ccc1N1CCCCC1	1.2%	-23%	8%	-17%	-6%[57.1 µM]	4%	-23%	-6%[57.1 µM]	-6%
O=C(NCC1CCCN(C2Cc3ccccc3C2)C1)c1cccs1 (stereo not given)	-1.4%	0%	-1%	-20%	6%	-3%	-37%	2%	-29%
COc1ccc2c(c1)CCc1c(C(=O)Nc3ccc(OC)cc3OC)noc1-2	0.7%	0%	-1%	4%	-4%	-9%	14%	1%	-21%
CCC(NC(=O)c1cc(COc2ccc(F)cc2Cl)on1)c1ccncc1 (stereo not given)	-0.6%	0%	-1%	-8%	-7%	0%	30%	14%	-2%
O=C(NC1CCCC1)c1ccc(CN2CCOCC2)cc1	-0.7%	-1%	1%	4%	-5%	16%	6%	19%	-3%
Cc1oc(-c2ccccc2F)nc1CSCC(=O)NC1CCCC1	1.8%	1%	3%	-9%	-4%	-10%	12%[11.4 µM]	-1%	0%
COc1ccc(Br)cc1[C@@H]1Nc2ccc(C(=O)O)cc2[C@@H]2C=CC[C@@H]21	-1.9%	2%	-10%	-23%	0%	-3%	-35%	-19%	u
CCCCn1c(SCC(=O)NC2CC2)nnc1-c1ccncc1	0.2%	3%	-3%	-4%	0%[57.1 µM]	-3%	-6%	-2%[57.1 µM]	-22%
Cc1nnc(SCC(=O)NC2CCS(=O)(=O)C2)n1Cc1ccccc1 (stereo not given)	-1.2%	-10%	0%	-4%	5%	-2%	-42%	14%[57.1 µM]	16%
COc1cccc(CN(C)C(=O)COc2ccc(C(=O)c3ccc(Cl)cc3)cc2)c1OC	-0.1%	-4%	5%	u	2%	0%	-9%	20%	11%
CCOC(=O)NC(NC(=O)OCC)C(=O)c1ccccc1	0.2%	-12%	-1%	-2%	5%	-5%	40%	15%	24%
COc1cc(/C=N/NC(=O)c2cc(O)cc(O)c2)ccc1OC(=O)c1ccccc1	2.1%	-7%	-17%	-26%	-8%	-25%	-51%	4%	12%
CC(=O)c1cccc([N+](=O)[O-])c1	0.7%	7%	0%	-15%	-2%	-9%	24%	-3%	-10%
O=C(NCCCN1CCOCC1)c1ccc2nc(Cc3ccccc3F)oc2c1	-0.5%	-11%	-4%	-14%	-4%	7%	8%	-6%	-2%
O=C(CN1C(=O)S/C(=C\c2cccc(Cl)c2)C1=O)NCCCn1ccnc1	0.8%	3%	5%	-26%	-1%	-17%	21%	10%	-1%
O=C1CCC(C(=O)N2CCCCO2)CN1Cc1cccc(F)c1 (stereo not given)	-0.2%	-8%	-1%	-13%	5%	12%	8%	27%	-25%
COc1ccccc1CNC(=O)c1ccc(N2CCCC2)c(NC(=O)NCc2ccc(C)cc2)c1	-2.2%	1%	-1%	-13%	0%[57.1 µM]	0%	-9%	8%[57.1 µM]	7%
COc1cccc(NC(=O)CN2C(=O)NC(C)(CC(C)C)C2=O)c1 (stereo not given)	0.2%	5%	0%	-5%	2%[57.1 µM]	1%	14%	5%	4%
O=C(NCc1ccccc1Cl)c1ccc(S(=O)(=O)Nc2cccc(C(F)(F)F)c2)cc1	2.3%	-20%	0%	-9%	-16%	-4%	39%	-7%	-18%
O=C(Nc1ccc(Br)cc1)C1Cc2ccccc2O/C1=N\O (stereo not given)	3.3%	1%	-8%	-17%	-11%	-8%	25%	-11%	u
CCCCCCCCCC(=O)N/N=C/c1ccc(C)s1	0.0%	0%	-8%	u	-6%	0%	-39%	4%	-7%
CCOc1ccccc1NC(=O)C1CCCN(c2ncnc3onc(-c4ccc(F)cc4)c23)C1 (stereo not given)	-1.9%	4%	-2%	-13%	2%	19%	-8%	13%	0%
Fc1cc(F)c(C2SCCN2C(=S)Nc2cccc(C(F)(F)F)c2)c(F)c1 (stereo not given)	0.0%	-16%	0%	-7%	-4%	-4%	11%	37%[activator][57.1 µM]	0%
COc1ccc(NC(=O)c2ccc(CN3CCc4ccccc4C3)cc2)cc1OC	0.9%	-5%	2%	-23%	4%	0%	-2%	14%	302%[activator]
COc1ccc(-c2noc(CCCC(=O)NC3CCCCC3)n2)cc1	2.8%	-2%	5%	-9%	0%	-9%	-11%	0%	-16%
COc1cc(O)c(C(CCN2CCCC2)c2cc(OC)c(OC)c(OC)c2)c(OC)c1 (stereo not given)	-1.6%	1%	-2%&1%	-29%	-3%&5%	11%	-19%&-13%	4%&7%	14%
O=C1C2CCCCN2C(=O)N1CCCCN1CCN(c2ccccc2Oc2ccccc2)CC1 (stereo not given)	1.2%	2%	5%	-14%	-3%	-3%	1%	18%	0%
CN(C)/C=N/C(=S)Nc1ccc(F)cc1	2.0%	x	-1%	-18%	-6%	5%	4%	-22%	u
COc1cccc(CNC(=O)CN2C(=O)c3ccccc3S2(=O)=O)c1	-0.3%	-11%	-2%	-10%	-1%[57.1 µM]	-3%	-9%	-1%[57.1 µM]	-10%
Cc1nn(Cc2ccccc2)c(Cl)c1C(=O)NCc1ccc(C)n1C	2.5%	-5%	1%	-29%	1%	6%	2%	-40%	0%
CCOc1ccc(N(CC(=O)Nc2ccc3c(c2)OCO3)S(=O)(=O)c2ccccc2)cc1	-1.3%	2%	-5%	u	3%	-14%	-4%	17%	-26%
N#C/C(=C\c1cc(Br)c(O)c(Br)c1)c1nc2ccccc2c(=O)[nH]1	0.1%	-2%	-22%	28µM*	2%	10%	9%	-6%	0%
CCO[C@H]1OC(C(=O)N2CCN(Cc3ccccc3)CC2)=C[C@@H](c2coc3ccccc3c2=O)[C@@H]1CCCO	0.4%	8%	0%	-14%	4%[57.1 µM]	0%	-3%	8%[57.1 µM]	6%
COc1cccc(-c2nc(CS(=O)(=O)CC(=O)N3CCN(c4ccccn4)CC3)c(C)o2)c1	-0.6%	-11%	2%	-14%	17%[57.1 µM]	5%	-3%	38%[activator][57.1 µM]	10%

An excerpt from above in order of molecular weight, lowest first:
SMILES	RXFP1 agonist	Vif-APOBEC3F blk	Vif-A3G inh	USP1-UAF1 inh	TrxR1 substrate	mIDH1 inhibitor	RGS4 inh	TrxR1 inh	12-LOX inh
O=C(NCC1CCCN(C2Cc3ccccc3C2)C1)c1cccs1 (stereo not given)	-1.4%	0%	-1%	-20%	6%	-3%	-37%	2%	-29%
CCOc1ccccc1NC(=O)C1CCCN(c2ncnc3onc(-c4ccc(F)cc4)c23)C1 (stereo not given)	-1.9%	4%	-2%	-13%	2%	19%	-8%	13%	0%
COc1ccccc1CNC(=O)c1ccc(N2CCCC2)c(NC(=O)NCc2ccc(C)cc2)c1	-2.2%	1%	-1%	-13%	0%[57.1 µM]	0%	-9%	8%[57.1 µM]	7%

(more compounds)
SMILES	RXFP1 agonist	Vif-APOBEC3F blk	Vif-A3G inh	USP1-UAF1 inh	TrxR1 substrate	mIDH1 inhibitor	RGS4 inh	TrxR1 inh	12-LOX inh
O=S(=O)(c1ccc2ccccc2c1)N1CCCOC1	-0.1%	4%	0%	-19%	1%	-7%	-30%	5%	-15%
Cc1cc(Cl)c2cc3ccccc3cc2n1	4.9%	2%	1%	-16%	2%[57.1 µM]	12%	-3%	9%[57.1 µM]	i
Cc1ccc(N2C(=O)CN=C2Nc2nc(C)cc(C)n2)cc1	5.2%	-9%	1%	-6%	11%	-5%	6%	42%[activator]	u
CSCCNC(=O)c1ccc2nc(Cc3ccccc3F)oc2c1	3.7%	7%	-5%	-7%	7%[2.29 µM]	9%	3%	2%[57.1 µM]	-7%
Cc1ccc2[nH]c(C(=O)NCCN3CCCC3)cc2c1	3.8%	0%	-1%	-12%	51%[activator]	-5%	3%	22%	145%[activator]
Cc1ccc(Cl)cc1-n1ncc2c(N3CCC(C)CC3)ncnc21	0.2%	0%	-2%	-7%	-2%[57.1 µM]	9%	-3%	-3%[57.1 µM]	-15%

Bioassay records: PubChem BioAssay, National Center for Advancing Translational Sciences (NCATS)

These rows are one share of the data; rates above refer to the full screens.
